MrgX1 agonist – agonists of human MrgX1 receptor, primary screen, HEK293 cells, Fluo-4 calcium flux | Mas-related G-protein coupled receptor member X1 (Homo sapiens), Q96LB2 | Fluo-4 calcium fluorescence, agonist mode; active compounds read high | B-score at 10 µM | 0.44% of 310,000 active | AID 588627, 2011;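 active = calcium response B-score plate-corrected fluorescence ratio at least 3 library SD, with starting fluorescence B-score inside 5 SD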
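Material: MrgX1-expressing HEK293 cells; input: 15,000 cells per well; doses: test compound given as first of three sequential additions; schedule: overnight plating before 1 h dye loading; technique: Fluo-4 NW calcium-flux fluorescence, kinetic read; evaluation: baseline-normalised fluorescence change ratio, B-scored; control set: plate-wise positive and negative controls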
MrgX1 PAM – positive allosteric modulators of MrgX1, primary screen, HEK293 cells, Fluo-4 calcium flux. Mas-related G-protein coupled receptor member X1 (Homo sapiens), Q96LB2. B-score at 10 µM. 0.63% of 310,000 active. AID 588675, 2011. FDSS; active compounds read high;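 active = plate-corrected calcium response at least 3 library SD above typical, normal starting fluorescence, not activating the receptor alone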;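 also: compound read alongside a low EC10 to EC30 dose of BAM8-22 agonist; peak minus trough fluorescence over baseline measured at the second addition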
TRPC6 inhibitor – mouse TRPC6 channel inhibitors, primary screen, cell-based, HEK293, membrane potential dye; ACh-evoked depolarization; active compounds read low; B-score at 10 µM; 1.1% of 310,000 active; AID 2553, 2010;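 active = B-score under library mean minus 3 SD, initial fluorescence not abnormally high, positive integrated signal ratio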;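 also: B-score derived from integrated fluorescence ratio over the kinetic read; more negative B-score means stronger inhibition of depolarization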
RGS4 pot – RGS4 potentiators or activators, primary screen, cell-based, HEK293 M3R inducible RGS4, calcium flux; B-score at 10 µM; AID 463111, 2010; carbachol calcium flux Fluo4; active compounds read low; 0.92% of 310,000 active;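 active = B-score of the integrated calcium signal more than 4 SD below the library mean, with starting fluorescence not abnormally high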;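 also: negative B-score means reduced calcium response which marks RGS4 activation or potentiation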
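Reagent: ECmax carbachol challenge; Test system: M3R-expressing HEK293 line, RGS4 induced by doxycycline; Schedule: overnight RGS4 induction, 30 min dye load 37 °C, 20 min compound RT; Detection: calcium dye Fluo4 fluorescence; Read-out: Agonist-evoked peak-minus-minimum fluorescence over baseline, integrated ratio, B score.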
TMEM16A act – TMEM16A chloride channel activators or potentiators, primary screen, cell-based, HTS | HEK293 TMEM16A/YFP-H148Q/I152L, iodide quench fluorescence; active compounds read low | B-score at 10 µM | 0.3% of 340,000 active | AID 623877, 2012;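 active = fluorescence-ratio B-score plate-corrected deviation score at least 3 library SD below zero, with starting fluorescence score within 5 deviations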;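 also: channel opened by trigger with iodide after compound preincubation; score built on the fluorescence ratio of max minus min over baseline; more negative score means more quench and so TMEM16A activation or potentiation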
Target sequence (Q8BHY3 whole entry, looked up): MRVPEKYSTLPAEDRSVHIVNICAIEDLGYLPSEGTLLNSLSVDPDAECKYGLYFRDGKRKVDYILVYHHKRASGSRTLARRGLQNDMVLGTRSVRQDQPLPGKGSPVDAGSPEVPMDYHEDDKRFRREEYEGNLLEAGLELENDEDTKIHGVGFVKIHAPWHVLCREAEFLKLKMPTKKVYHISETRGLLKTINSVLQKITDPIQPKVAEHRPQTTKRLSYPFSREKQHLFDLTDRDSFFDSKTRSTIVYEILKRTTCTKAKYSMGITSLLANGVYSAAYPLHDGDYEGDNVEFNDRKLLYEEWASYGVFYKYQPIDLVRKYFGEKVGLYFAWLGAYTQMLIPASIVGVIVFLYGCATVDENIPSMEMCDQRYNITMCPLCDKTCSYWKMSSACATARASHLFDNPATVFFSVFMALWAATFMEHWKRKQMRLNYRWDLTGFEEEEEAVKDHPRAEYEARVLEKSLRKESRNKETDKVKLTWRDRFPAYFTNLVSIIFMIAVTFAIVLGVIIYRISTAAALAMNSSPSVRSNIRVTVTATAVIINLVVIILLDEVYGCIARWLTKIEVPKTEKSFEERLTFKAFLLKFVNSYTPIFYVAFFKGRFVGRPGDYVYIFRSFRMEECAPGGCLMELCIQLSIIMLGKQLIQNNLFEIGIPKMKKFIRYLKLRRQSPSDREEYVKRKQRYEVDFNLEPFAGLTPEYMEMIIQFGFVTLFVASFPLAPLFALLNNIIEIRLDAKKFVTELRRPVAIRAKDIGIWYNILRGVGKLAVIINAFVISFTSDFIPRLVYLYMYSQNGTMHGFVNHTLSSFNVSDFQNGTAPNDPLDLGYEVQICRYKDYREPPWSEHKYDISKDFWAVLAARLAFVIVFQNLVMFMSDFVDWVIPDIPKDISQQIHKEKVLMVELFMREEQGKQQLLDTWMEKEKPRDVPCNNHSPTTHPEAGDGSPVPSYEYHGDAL
SKKanGAS inh – S. pyogenes SKKanGAS growth inhibitors in kanamycin, primary screen, streptokinase expression inhibitor project, SKKanGAS strain, BacTiter-Glo luminescence; 6 h; inhibition, % at 7.5 µM; 1.3% of 300,000 active;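 active = mean replicate score, as percent of positive control median, at least 50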;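 also: strain carries kanamycin resistance gene driven by streptokinase promoter and grows in 40 µg/ml kanamycin; loss of luminescence reflects streptokinase promoter inhibition or plain growth inhibition; 0% = median of DMSO wells and 100% = positive control at its reference dose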
HDAC3 inhib – HDAC3 deacetylase inhibitors, primary screen, biochemical, fluorescence, cell-free homogeneous; Histone deacetylase 3 (Homo sapiens), O15379; recombinant HDAC3, fluorogenic peptide/trypsin coupled; inhibition, % at 8.3 µM; 0.15% of 320,000 active; AID 2718, 2010; in the data active = inhibition above about 26%, passing the limit was not always enough
MrgX1 antagonist – antagonists of human MrgX1 receptor, primary screen, HEK293 cells, Fluo-4 calcium flux. AID 588676, 2011. Mas-related G-protein coupled receptor member X1 (Homo sapiens), Q96LB2. B-score at 10 µM. 1.3% of 310,000 active. BAM8-22 antagonism; active compounds read low;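 active = calcium-response B-score plate-corrected more than 3 library SD below zero, starting fluorescence within 5 deviations, no agonist response on first addition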;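 also: peak minus trough fluorescence over baseline after final BAM8-22 challenge near maximal dose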
RGS4 inh – RGS4 inhibitors, primary screen, cell-based, HEK293 M3R inducible RGS4, calcium flux. Regulator of G-protein signaling 4 (Homo sapiens), P49798. Fluo-4 calcium flux; active compounds read high; triggered by carbachol at its EC20. B-score at 10 µM. 0.45% of 310,000 active;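 active = B-score, a plate-corrected calcium signal, over three deviations above library mean, with baseline fluorescence within five deviations of library mean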;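 also: RGS4 expression induced by doxycycline in cells with stable M3 receptor; B-score is computed from the integrated fluorescence ratio over baseline after carbachol; higher B-score means a larger calcium signal and so more RGS4 inhibition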
TRPC6 activator – mouse TRPC6 channel activators, primary screen, cell-based, HEK293, membrane potential dye. B-score at 10 µM. HEK293-TRPC6 membrane potential dye fluorescence; active compounds read high. 0.13% of 310,000 active;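 active = B-score of the integrated fluorescence ratio above library mean plus 3 SD, and starting fluorescence ratio within library mean plus 5 SD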;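 also: higher score means more depolarization so channel activation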
TMEM16A inh – TMEM16A chloride channel inhibitors, primary screen, cell-based, HTS | AID 588511, 2011 | normalized B-score (activity score, 25-100; higher = stronger inhibition) at 10 µM | 1.2% of 310,000 active | HEK293 TMEM16A/YFP iodide influx fluorescence, ionomycin | Anoctamin-1 (Mus musculus), Q8BHY3;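 active = ratio plate-corrected score three or more library SD toward inhibition, starting fluorescence score within five deviations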;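 also: score derived from kinetic fluorescence span divided by baseline fluorescence per well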
* = called active by the depositor; i = inactive; . = not tested or not shown.

Second line of a record – MrgX1 agonist	MrgX1 PAM	TRPC6 inhibitor	RGS4 pot	TMEM16A act	SKKanGAS inh	HDAC3 inhib	MrgX1 antagonist	RGS4 inh	TRPC6 activator	TMEM16A inh
Cc1cc(/C=N/n2cnnc2)c(C)n1-c1ccc(OCc2ccccc2F)cc1
  i	i	i	i	i	25	11	i	i	i	i
CN(CC(=O)Nc1ccccc1F)CC(=O)Nc1ccc(F)c(F)c1F
  i	i	i	i	i	-8	-3	i	i	i	i
O=C(O)c1nn(CCOc2cccc(Cl)c2)c(=O)c2ccccc12
  i	i	i	i	i	-4	5	i	i	i	i
CC(C)(C)NC(=O)CSc1nncn1NCc1cccc2ccccc12
  i	i	i	i	i	-2	-5	i	i	i	i
C=CCNC(=S)N1CCN(c2ncc(C(F)(F)F)cc2Cl)CC1
  i	i	i	i	i	4	4	i	i	i	i
CCc1ccc2[nH]c(=O)c(CN(CCN(CC)CC)C(=O)Nc3ccccc3OC)cc2c1
  i	i	i	i	i	5	7	i	i	i	i
CCCOc1ccc(Cc2c(Cl)nc(SC)nc2OC)cc1
  i	i	i	i	i	53*	-3	i	i	i	i
O=C1CCC(=O)N1c1ccc(CSc2nnnn2C2CCCCC2)cc1
  i	i	i	i	i	-4	-11	i	i	i	i
CC(=O)c1cccc(NC(=O)Nc2cc3sccc3n2C)c1
  i	i	i	i	.	1	-2	i	i	i	i
Cc1oc(-c2ccccc2F)nc1CN1CCC(C(=O)NCc2ccco2)CC1
  i	i	i	i	i	-5	2	i	i	i	i
COc1cccc(N2CCN(C3C4CC5CC(C4)CC3C5)CC2)c1 (stereo not drawn)
  i	i	i	i	i	-1	5	i	i	i	i
Cc1cc(SCc2ccc([N+](=O)[O-])cc2)nc(=O)[nH]1
  i	i	i	i	i	11	1	i	i	i	i
CCOC(=O)N1CCN(C(=O)C(c2ccccc2)c2ccccc2)CC1
  i	i	i	i	i	5	-2	i	i	i	i
C=CCN(CC(=O)NCC1CCCO1)C(=O)CCC(=O)Nc1cc(C)on1 (stereo not drawn)
  i	i	i	i	i	2	-4	i	i	i	i
CCOC(=O)Cn1c(=O)n(Cc2ccccc2)c(=O)c2cccnc21
  i	i	i	i	.	4	2	i	i	i	i
CC(C)Oc1ccc(C2CC(=O)N(Nc3ccc([N+](=O)[O-])cc3[N+](=O)[O-])C2=O)cc1 (stereo not drawn)
  i	i	i	i	i	-6	-2	i	i	i	i
Cc1ccc(F)cc1CNC(=O)C1CCC(=O)N(CCc2ccccc2)C1 (stereo not drawn)
  i	i	i	i	i	-6	-1	i	i	i	i
CCOc1ccccc1CNC(=O)CCN1C(=O)COc2ccccc21
  i	i	i	i	i	3	1	i	i	i	i
CCn1c(=O)cc(OCC(=O)NCCCN2CCC(C)CC2)c2ccccc21
  i	i	i	i	i	10	-2	i	i	i	i
CCOC(=O)/C(N=Nc1c(Br)cc(Br)cc1Br)=C(\C)O
  i	i	i	i	i	-1	0	i	i	i	i
Cc1nnsc1NC(=O)OCC(C)(C)C
  i	i	i	i	i	1	0	i	i	i	i
COc1ccc(NC(=O)CN(c2c(C)cccc2C)S(C)(=O)=O)cc1
  i	i	i	i	i	1	2	i	i	i	i
Cc1ccc(N/C=C(\[N+](=O)[O-])S(=O)(=O)c2ccccc2)cc1
  i	i	i	i	i	7	-9	i	i	i	i
CC(=O)n1cc([C@H]2C=C(C(=O)N3CCOCC3)O[C@@H](OCc3ccc(CO)cc3)C2)c2ccccc21
  i	i	i	i	i	6	8	i	i	i	i
COc1cc(C(=O)OC2CSCC2NC(=O)c2ccccc2)cc(OC)c1OC (stereo not drawn)
  i	i	i	i	i	1	-1	i	i	i	i
Nc1cc(N)nc(SCCc2ccccc2)n1
  i	i	i	i	i	-2	0	i	i	i	i
COc1ccccc1C(=O)Nc1ccc(Br)cc1C
  i	i	i	i	i	0	-10	i	i	i	i
COc1ccc(S(=O)(=O)N(Cc2ccccc2)c2ccccc2C(=O)N2CCOCC2)cc1
  i	i	i	i	i	-6	7	i	i	i	i
OCC1(Cc2cccc(Cl)c2)CCCN(Cc2cn[nH]c2C2CCCCC2)C1 (stereo not drawn)
  i	i	i	i	i	-2	.	i	i	i	i
NS(=O)(=O)c1ccc(CNC(=S)NC2CC2)cc1
  i	i	i	i	i	-1	4	i	i	i	i
CCOc1ccc(CN(C)C(=O)[C@H](Cc2ccccc2)NC(=O)OCc2ccccc2)cc1OC
  i	i	i	i	i	-2	6	i	i	i	25*
CCOc1cccc(C2/C(=C(/O)c3ccc4c(c3)CC(C)O4)C(=O)C(=O)N2Cc2cccnc2)c1 (stereo not drawn)
  i	i	i	i	i	-2	1	i	i	i	i
CC(=O)N1C(C(=O)O)CSC1c1cccc(C)c1 (stereo not drawn)
  i	i	i	i	i	-3	-3	i	i	i	i
Cc1ccc(NC(=S)NCc2ccc3c(c2)OCO3)cc1
  i	i	i	i	i	-1	4	i	i	i	i
CCc1ccc(NC(=O)CSC2=C(C#N)C(c3ccco3)C3=C(CCCC3=O)N2)cc1 (stereo not drawn)
  i	i	i	i	i	4	-3	i	i	i	i
Fc1ccc(Br)cc1SCCc1ccncc1
  i	i	i	i	i	2	-4	i	i	i	i
Cc1ccc(S(=O)(=O)N2CCCC(C(=O)Nc3cccnc3)C2)cc1 (stereo not drawn)
  i	i	i	i	i	-18	-2	i	i	i	i
O=C(NNC(=S)NCc1ccco1)c1ccccc1Br
  i	i	i	i	i	-1	.	i	i	i	i
CC(=O)N1c2ccc(S(=O)(=O)NCCC(=O)N3CCCC(C)C3)cc2CC1C (stereo not drawn)
  i	i	i	i	i	-11	3	i	i	i	i
C#CCOCCOCCOCCNc1nc(N2CCN(C(=O)C([C@@H](C)CC)n3cc(C(N)Cc4ccc(O)cc4)nn3)CC2)nc(N2CCN(C(=O)[C@H](CCC(=O)O)n3cc(C(N)CO)nn3)CC2)n1 (stereo partly drawn)
  i	i	i	i	i	-4	4	i	i	i	i
CC(=O)NS(=O)(=O)c1ccc(Nc2ccc([N+](=O)[O-])c3nonc23)cc1
  i	i	i	i	i	-3	9	i	i	i	i
CC(=O)OCCCN1c2ccccc2Nc2nnc(-c3ccccc3)cc21
  i	i	i	i	i	3	4	i	i	i	i
Cc1ccc(-c2ccc(=O)n(CCC(=O)NCCN3CCCCC3C)n2)cc1 (stereo not drawn)
  i	i	i	i	i	-5	-2	i	i	i	i
COc1ccc(NC(=O)c2ccc([N+](=O)[O-])o2)cc1
  i	i	i	i	i	2	1	i	i	i	i
O=C(N/N=C/c1ccncc1)NC12CC3CC(CC(C3)C1)C2
  i	i	i	i	i	-3	-5	i	i	i	i
CCOC(=O)Cc1cnc(N)s1
  i	i	i	i	i	-4	1	i	i	i	i
CCN(C(=O)c1cc2c(=O)[nH]c3ccc(C)cc3c2s1)c1ccccc1C
  i	i	i	i	i	-2	-6	i	i	i	i
O=C1CSC2(N1)C1CC3CC(C1)CC2C3 (stereo not drawn)
  i	i	i	i	i	-3	-4	i	i	i	i
COc1ccccc1N1CCN(C(=O)c2ccc3[nH]c4c(c3c2)CCCC4)CC1
  i	i	i	i	i	7	3	i	i	i	i
COc1ccc2oc(C(=O)OCC(=O)NCc3ccco3)c(C)c2c1
  i	i	i	i	i	1	-11	-6.4*	i	i	i
Cc1cc2nc(SCC(=O)Nc3ccccc3C(=O)O)[nH]c2cc1C
  i	i	i	i	i	-3	-3	i	i	i	i
COc1ccc(N2CCN(CCOc3ccc4c(C)cc(=O)oc4c3)CC2)cc1
  i	i	i	i	i	1	-4	i	i	i	i
CCOC(=O)[C@H]1[C@H]2COc3ccccc3[C@@H]2N2C(=O)c3cc(Br)ccc3NC(=O)[C@@]12C
  i	i	.	.	i	.	4	i	.	.	i
CCCCCCOc1ccc(-c2ccc(C#N)cn2)cc1
  i	i	i	-7.9*	i	-3	-4	i	i	i	i
CCCCN(C(=O)c1ccc(C)c(S(=O)(=O)N2CCOCC2)c1)c1c(N)n(CCCC)c(=O)[nH]c1=O
  i	i	i	i	i	-5	-4	i	i	i	i
CCCCN(CCCC)Cc1cc2ccccc2c2c1COC2
  i	i	i	i	i	3	9	i	i	i	i
C=CC[C@@H]1C=C[C@H](O/N=C/c2ccc(C(=O)N3[C@H](c4ccc(C)cc4)[C@@H](C)CC[C@H]3C(=O)OC)cc2)[C@@H](CO)O1
  i	i	i	i	.	37	1	i	i	i	i
CCn1nnnc1SCC(=O)Nc1ccc(F)cc1
  i	i	i	i	i	-4	1	i	i	i	i
CCSC1=C(C#N)C(c2ccc(OC)c(OC)c2)CC(=O)N1 (stereo not drawn)
  i	i	i	i	i	-15	0	i	i	i	i
C=CCc1ccccc1OCC(O)CNC(C)C (stereo not drawn)
  i	i	i	i	i	12	.	i	i	i	i

Next section:
Second line of a record – MrgX1 agonist	MrgX1 PAM	TRPC6 inhibitor	RGS4 pot	TMEM16A act	SKKanGAS inh	HDAC3 inhib	MrgX1 antagonist	RGS4 inh	TRPC6 activator	TMEM16A inh
COc1ccc(C2NC(=O)C(C#N)=C(S)N2c2ccc(C)cc2)cc1OC (stereo not drawn)
  i	i	i	i	i	4	5	i	i	i	i
COc1ccc(COC(=O)NNC(=O)c2ccc(OC)cc2)cc1
  i	i	i	i	i	3	1	i	i	i	i
CC(C)CCN(CCC(C)C)C(=O)Cc1c(O)c2ccccc2[nH]c1=O
  i	i	i	i	i	1	0	i	i	i	i
CNC(=O)c1csc(-c2ccncc2)n1
  i	i	i	i	i	-19	0	i	i	i	i
CCOc1ccc2[nH]c3c(N4CCC5(CC4)OCCO5)ncnc3c2c1
  i	i	i	i	.	2	-8	i	i	i	i
O=C(O)c1ccc(-n2nnnc2SCc2ccccc2)cc1
  i	i	i	i	i	-5	7	i	i	i	i

Screens deposited in PubChem BioAssay by several laboratories.

Rows are unselected; 6.7% or so of the library scored in one or more.
